Assay outcomes: PubChem, National Center for Advancing Translational Sciences (NCATS)
Epigenetic reg: regulators of epigenetic silencing causing reporter derepression in mouse cells. murine LDR cells, GFP reporter derepression, 30 h. Potency, µM (highest dose often 53.9 µM), without a hit: at the highest dose GFP activation, usual class: activators. hit rate 0.2% among 280,000. AID 1865; also: potency is read from the fitted curve at half-maximal effect; % of control where 0% means no effect; nearly all actives have a fitted effect of over 60% in size
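GFP-positive cell count by laser-scanning cytometry (objects 20–120 um) after 30 h, 37 C compound exposure of murine LDR cells; reporter is CMV-GFP integrated at a silenced locus, inducible by HDAC or DNMT inhibitors.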
HttQ103 aggreg: inhibitors of mutant huntingtin aggregate formation in PC12 cells; PC12 HttQ103-GFP aggregates, Acumen cytometry, 40 h; hit rate 1.1% among 220,000; Potency, µM (doses to about 46.1 µM), for the others: top-dose activity change, negative = inhibition, most hits filed as inhibitors; also: potency is read from the fitted curve at half-maximal effect; % is scaled to controls: 0 for no effect and ±100 for the full control effect; nearly all actives have a fitted effect of over 60% in size
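Using laser scanning cytometry, GFP-positive aggregates were counted after lysis of PC12 cells induced with 100 nM tebufenozide to express HTT exon 1 Q103–GFP. Compounds were tested in titration.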
Luc counter: blocks Kinase-Glo luciferase, a counter-screen artifact. Q27757. hit rate 0.28% among 200,000. Kinase-Glo luciferase, ATP luminescence, 8 min. Potency, µM (highest dose often 38.3 µM), for inactives: top-dose activity change, negative = inhibition, usual class: inhibitors; also: potency is read from the fitted curve at half-maximal effect; % is scaled to controls: 0 for no effect and ±100 for the full control effect; nearly all actives have a fitted effect of over 60% in size
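Compounds were added to a substrate mix at pH 7.2 (50 mM imidazole, 10 uM ATP, within the enzyme's linear range), followed by Kinase-Glo detection reagent; luminescence was measured after 8 minutes at ambient temperature.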
L3MBTL1 inh: inhibitors of human L3MBTL1; Q9Y468; AlphaScreen L3MBTL1–H3K9me1 peptide binding; Potency, µM (top dose mostly 57.1 µM), inactives show at the top dose activity, negative = inhibition, hits mostly inhibitors; hit rate 0.66% among 230,000; also: potency is read from the fitted curve at half-maximal effect; % is scaled to controls: 0 for no effect and ±100 for the full control effect; nearly all actives have a fitted effect of over 60% in size
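First, the protein-peptide complex forms for 30 min at room temperature (L3MBTL1 50 nM, biotinylated H3K9me1 peptide 75 nM). Next, compounds are pin-transferred and incubated 30 min. Finally, AlphaScreen beads are added and read after 30 min.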
NPSR antagonist: antagonists of human neuropeptide S receptor cAMP signaling. CHO-NPSR cells, cAMP TR-FRET, antagonist mode. Potency, µM (doses to about 38.3 µM), for the others: at the highest dose activity change, negative = inhibition, most hits filed as inhibitors. hit rate 1% among 220,000. AID 1461; also: potency is read from the fitted curve at half-maximal effect; % is scaled to controls: 0 for no effect and ±100 for the full control effect; nearly all actives have a fitted effect of over 50% in size; many of its hits are not listed in these tables
Target sequence (Q6W5P4 whole entry, looked up): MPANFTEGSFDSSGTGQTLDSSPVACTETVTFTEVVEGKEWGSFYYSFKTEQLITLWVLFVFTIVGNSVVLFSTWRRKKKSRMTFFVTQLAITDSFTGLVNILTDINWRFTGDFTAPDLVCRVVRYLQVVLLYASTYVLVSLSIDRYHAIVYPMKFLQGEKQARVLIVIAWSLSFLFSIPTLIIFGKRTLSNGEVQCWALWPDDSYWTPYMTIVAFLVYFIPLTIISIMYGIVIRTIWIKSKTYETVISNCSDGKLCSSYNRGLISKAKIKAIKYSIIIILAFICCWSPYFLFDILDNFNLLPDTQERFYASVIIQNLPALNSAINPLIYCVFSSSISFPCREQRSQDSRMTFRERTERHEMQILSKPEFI
IMPase Li inh: cell-permeable IMPase inhibitors with lithium potentiation. Potency, µM (titrated, usually from 59.4 µM), without a hit: at the highest dose activity, negative = IMPase inhibition, hits mostly inhibitors. hit rate 0.35% among 210,000. CHO-M1 cells, IP1 TR-FRET (IP-One), carbachol + lithium;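 also: IP1 builds up when IMPase is blocked and the TR-FRET signal falls; potency is read from the fitted curve at half-maximal effect; plate controls were basal vehicle for no effect and high inhibitor control for full effect; nearly all actives have a fitted effect of over 50% in size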
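Readout is a homogeneous TR-FRET IP1 immunoassay (Ex 320, Em 665 and 620), where raised cytosolic IP1 lowers signal. Cells were CHO-M1 treated 30 min at 37C with test compounds plus a little lithium; AC50 values came from Hill-equation fitting.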
CBFb RUNX1 block: CBF-beta/RUNX1 interaction disruption | AlphaScreen CBFb-His/RUNX1-biotin binding, biochemical | Potency, µM (series often up to 59.8 µM), without a hit: at the top dose activity, negative = inhibition, actives largely listed as inhibitors | 230,000 tested, under 10 active; also: % of control where 0% means no effect
Target sequence (Q01196 whole entry, looked up): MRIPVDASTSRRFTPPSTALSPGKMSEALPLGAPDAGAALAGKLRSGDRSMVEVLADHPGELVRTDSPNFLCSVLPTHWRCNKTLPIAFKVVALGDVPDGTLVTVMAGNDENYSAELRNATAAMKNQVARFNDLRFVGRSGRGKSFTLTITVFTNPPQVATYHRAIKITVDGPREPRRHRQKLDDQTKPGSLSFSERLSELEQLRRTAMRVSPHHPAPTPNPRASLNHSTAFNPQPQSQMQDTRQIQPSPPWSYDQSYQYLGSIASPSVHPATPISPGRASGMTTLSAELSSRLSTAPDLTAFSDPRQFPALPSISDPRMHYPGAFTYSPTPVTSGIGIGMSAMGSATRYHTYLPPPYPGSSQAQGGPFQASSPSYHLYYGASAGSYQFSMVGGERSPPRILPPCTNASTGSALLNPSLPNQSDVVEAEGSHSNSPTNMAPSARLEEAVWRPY
Target sequence (Q13951 whole entry, looked up): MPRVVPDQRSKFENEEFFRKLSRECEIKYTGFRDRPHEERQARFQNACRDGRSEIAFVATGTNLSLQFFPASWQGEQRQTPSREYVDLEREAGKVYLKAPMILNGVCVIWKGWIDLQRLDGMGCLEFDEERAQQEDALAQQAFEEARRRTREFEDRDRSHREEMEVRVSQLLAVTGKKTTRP
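Proteins preincubated together for 20 min at RT before compound addition; 15 min later, nickel and streptavidin beads were added and left 90 min prior to AlphaScreen measurement.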
Numbers without * were called inactive; u = inconclusive; x = no result given; & = joins results of further samples; [ ] = remark or other dose. Calls follow the shape of the dose curve; as a rule, active = well fitted curve in the direction sought with a large enough effect; inconclusive = small, poorly fitted or top-dose-only effect, or another doubt; inactive = no such curve, though single readings can be large; an effect the other way counts as inactive or inconclusive. Some of the compounds tested (hit frequency here may not be typical).

SMILES	Epigenetic reg	HttQ103 aggreg	Luc counter	L3MBTL1 inh	NPSR antagonist	IMPase Li inh	CBFb RUNX1 block
Cc1cc(C(F)F)n2nc(C(=O)Nc3sc4c(c3C#N)CCC4)nc2n1	0.0%	19%	3%	-4%	-18%	6%	-2%
O=C(O)c1ccc(-c2ccc(/C=C3\NC(=O)N(Cc4ccc(Cl)cc4)C3=O)o2)cc1Cl	3.3%	x	-2%	5.6µM*	-35%	-6%	u
COc1cccc(C(C(=O)NC(C)(C)C)N(CC(C)C)C(=O)CCC(=O)Nc2cc(C)on2)c1OC (stereo unspecified)	2.2%	x	-5%	-2%	-12%	-1%	3%
CC(C)(C)NC(=O)COc1ccccc1C#N	-1.4%	-1%	-2%	-1%	8%	4%	9%
CCN1C(=O)/C(=C\c2ccco2)C(C(=O)OC)=C1C	1.1%	19%	0%	-10%	-1%[46.1 µM]	4%[38.3 µM]	-6%
CC(C)CCNc1cc(=O)n(C)c(=O)n1C	-2.1%	6%	2%	35%[activator][11.4 µM]	u	-4%[38.3 µM]	9%
Cn1c2ccccc2c2cc(C(=O)NNS(=O)(=O)c3ccc(F)cc3)sc21	1.4%	-28%	0%	-8%	3%[46.1 µM]	31%[activator][38.3 µM]	-11%
c1ccc(Nc2ccc3c4c(cccc24)CC3)cc1	-1.1%	11%	5%	4%	8%[46.1 µM]	u	-5%
CCN(CC)c1ccc2cc(C(N)=O)c(=O)oc2c1	u	25%	0%	14%	-15%[46.1 µM]	0%	-3%
NS(=O)(=O)c1ccc2c(c1)oc(=O)c1cc(S(N)(=O)=O)ccc12	0.1%	-8%[9.22 µM]	1%	4%	-7%	2%	5%

L3MBTL1 inh: what is marked active above
structure	Epigenetic reg	HttQ103 aggreg	L3MBTL1 inh	NPSR antagonist	IMPase Li inh	CBFb RUNX1 block
O=C(O)c1ccc(-c2ccc(/C=C3\NC(=O)N(Cc4ccc(Cl)cc4)C3=O)o2)cc1Cl	3.3%	x	5.6µM*	-35%	-6%	u

(listing goes on)
SMILES	Epigenetic reg	HttQ103 aggreg	Luc counter	L3MBTL1 inh	NPSR antagonist	IMPase Li inh	CBFb RUNX1 block
Cc1ccc(NC(=O)C2CCCN2C(=O)NCc2ccccc2)cc1 (stereo unspecified)	-1.0%	10%[9.22 µM]	-4%	0%	-8%	13%	9%
COC(=O)c1cc(OC)c(OC)cc1NC(=S)N1CCN(c2ccccn2)CC1	12%	8%	3%	-17%	-3%	5%	2%
CCOC(=O)c1nn(-c2ccc3c(c2)CCN3C(C)=O)cc1O	0.8%	-3%	-11%	-8%	7%[46.1 µM]	u	2%
CCn1c(=O)cc(SCC(=O)NCCCN2CCN(c3ccccc3F)CC2)c2ccccc21	1.0%	-15%	x	35%[activator]	u	x	0%
COc1ccc(C(=O)NNC(=O)CSc2nc3c(c(=O)n(C)c(=O)n3C)n2C)cc1	-0.1%	8%[9.22 µM]	-5%	-6%	-4%	-2%	3%
COC(=O)c1ccc(COc2ccc3c(C)c(C)c(=O)oc3c2)o1	0.5%	6%	-1%	-23%	-29%[46.1 µM]	u	-3%
CC(C)N=C1NN=C(c2cccs2)C(CC(=O)O)S1 (stereo unspecified)	1.1%	0%[9.22 µM]	x	-3%	-7%[7.67 µM]	x	-1%
CS(=O)(=O)N1CCCC(C(=O)NCCN2CCC(Cc3ccccc3)CC2)C1 (stereo unspecified)	-0.9%	26%	2%	-8%	-6%[46.1 µM]	5%	5%
O=C(Nc1ccc(F)cc1F)c1cncc(Br)c1	1.2%	-11%	0%	-6%	0%	-4%	-1%
C=CCn1c(SCC(=O)Nc2cc(C)on2)nc2sc(C)c(C)c2c1=O	-4.1%	-2%	-2%	x	u	37%[activator][38.3 µM]	-4%

Three of the entries above in order of their number in NPSR antagonist, largest number first.
Molecule | Epigenetic reg | HttQ103 aggreg | L3MBTL1 inh | NPSR antagonist | IMPase Li inh | CBFb RUNX1 block
O=C(Nc1ccc(F)cc1F)c1cncc(Br)c1 | 1.2% | -11% | -6% | 0% | -4% | -1%
COc1ccc(C(=O)NNC(=O)CSc2nc3c(c(=O)n(C)c(=O)n3C)n2C)cc1 | -0.1% | 8%[9.22 µM] | -6% | -4% | -2% | 3%
Cc1ccc(NC(=O)C2CCCN2C(=O)NCc2ccccc2)cc1 (stereo unspecified) | -1.0% | 10%[9.22 µM] | 0% | -8% | 13% | 9%

Later entries
SMILES	Epigenetic reg	HttQ103 aggreg	Luc counter	L3MBTL1 inh	NPSR antagonist	IMPase Li inh	CBFb RUNX1 block
CC1CC1C(=O)OCC(=O)Nc1cccc([N+](=O)[O-])c1 (stereo unspecified)	-0.1%	12%	-1%	x	-1%	-1%	-7%
O=C(OCc1cccc([N+](=O)[O-])c1)c1ccc2ccccc2n1	-4.8%	18%	1%	9%	-16%	-3%	-2%
O=C(OCCCC(=O)N1CCOCC1)c1ccccc1	0.0%	6%	0%	3%	-7%[46.1 µM]	-8%[38.3 µM]	2%
C/C(=N\NC(=O)c1cccc(S(=O)(=O)N2CCCC2)c1)c1ccco1	-0.2%	-7%	x	x	2%	6%	5%
O=C(CC1C(=O)NCCN1Cc1ccc(-c2ccccc2)cc1)NCCCn1cccn1 (stereo unspecified)	1.0%	16%[9.22 µM]	-2%	-2%	7%	11%	3%
N#Cc1ccc(C23CC4(C2)[C@H](CN(Cc2ccc(-c5ccccc5)cc2)[C@@H]4c2ccccc2)C3c2ccc(Cl)nc2)cc1 (stereo partly specified)	1.5%&0.5%	-23%[9.22 µM]	-1%	x	5%	0%	-6%&20%
Cc1ccccc1OCC(=O)NCC(=O)N/N=C/C=C/c1ccccc1	0.0%	10%	-1%	x	-6%[46.1 µM]	15%[38.3 µM]	2%
CCn1c(O)c(N=NC(=O)c2cccs2)c2ccccc21	-0.4%	-18%	0%	u	-41%	13%	-7%
C=CCSc1ncnc2sc(C)c(C)c12	0.0%	18%	1%	24%	2%	0%	8%
COc1ccc(NC(=O)C(=O)N2N=C(C(C)C)CC2(O)C(F)(F)F)cc1 (stereo unspecified)	1.3%	-1%	-1%	4%	-6%[46.1 µM]	-6%[38.3 µM]	-1%
CC(C)N(CCNC(=O)C1CCC(=O)N1Cc1ccc(F)cc1)Cc1ccccc1 (stereo unspecified)	-1.2%	9%	-4%	5%	1%[46.1 µM]	6%[38.3 µM]	3%
Cc1cccc(NCC(=O)N/N=C/c2cccc(Br)c2)c1	-9.3%	u	0%	x	-12%	-6%	0%
COc1ccc(OC)c(-n2c(=S)[nH]c3cc(C(=O)N4CCC(C(N)=O)CC4)ccc3c2=O)c1	2.5%	5%	3%	5%	-2%[46.1 µM]	-2%[38.3 µM]	2%
COc1ccc([N+](=O)[O-])cc1N(CC(=O)NC1CCCCC1)S(C)(=O)=O	1.1%	25%[9.22 µM]	-3%	8%	3%	8%	2%
COC(=O)c1c(-c2ccccc2Cl)noc1/C=C/N(C)C	22µM*	-6%	1%	u	-27%	12%	21%
CC(=O)c1cc(-c2ccc(F)cc2)n(CCC(=O)Nc2cccnc2)c1C	-1.6%	-15%	-4%	x	-12%	2%	3%
Cc1cc(NC(=O)c2c(F)c(F)c(F)c(F)c2F)no1	8.8%	-8%	-2%	2%	-7%[46.1 µM]	1%[38.3 µM]	2%
CCOc1cc(/C=C2\NC(=O)NC2=O)cc([N+](=O)[O-])c1O	-1.9%	13%[9.22 µM]	x	x	-25%	x	-2%
CCOC(=O)c1sc(N(Cc2ccccc2)C(=O)COC(=O)c2ccccc2O)nc1C	-1.8%	-8%	2%	-9%	-1%	8%	1%
CC(C)C[C@H](NC(=O)c1nc[nH]c1C(=O)N1CCN(C(=O)OC(C)(C)C)CC1)C(=O)OCc1ccccc1	2.5%	0%[9.22 µM]	x	-12%	-23%	2%	13%
CC1CCC2=C1C[C@H](C(C)(C)O)CC[C@@H]2C (stereo partly specified)	-1.1%	x	0%	x	x	9%	-3%
COC(=O)[C@@]1(Cc2ccc(OC)cc2)[C@H]2c3cc(C(=O)N(C)C)n(CCc4ccc(O)c(OC)c4)c3C[C@H]2CN1C(=O)c1ccccc1	-0.2%	x	0%	x	x	0%	9%
N=c1sccn1CC(=O)Nc1cc(S(=O)(=O)N2CCCCC2)ccc1Cl	-0.2%	2%[9.22 µM]	x	5%	-16%	x	6%
Cn1c(=O)[nH]c(=O)c2c1nc(N1CCCCCC1)n2CCSc1nc2ccccc2[nH]1	-0.5%	-2%	0%	8%	-18%[46.1 µM]	10%[38.3 µM]	-2%
Cc1cc(/C=N/n2cnnc2)c(C)n1-c1ccc(OCc2ccc(F)cc2)cc1	-1.0%	7.1µM*	-1%	-16%	-2%[46.1 µM]	19%[38.3 µM]	-10%
O=C(Nc1cccc(-c2cc3ccccc3oc2=O)c1)c1ccc(Br)o1	0.0%	-16%	-1%	8%	-25%[46.1 µM]	6%	-6%
O=C(CN(C(=O)Cn1nnc(-c2ccc(F)cc2)n1)c1cnc2ccccc2c1)NCC1CCCO1 (stereo unspecified)	0.4%	u	-3%	-1%	-8%	10%	7%
O=C(O)C1(P(=O)(c2ccc(Cl)cc2)c2ccc(Cl)cc2)CCCC1	2.9%	-3%[9.22 µM]	-1%	6%	3%	-2%	4%
O=c1c2cc(N3CCOCC3)ccc2[nH]c(=S)n1CCN1CCCC1	0.0%	-13%	0%	-10%[11.4 µM]	u	30%[38.3 µM]	9%
COC(=O)CCCNC(=O)c1ccc(OC2CCN(CCc3ccccc3)CC2)cc1	1.6%	12%[9.22 µM]	-3%	6%	1%	22%	11%
CCN1CCCC1CNCC(O)COc1ccc(C(C)(C)C)cc1C (stereo unspecified)	2.2%	-22%	-1%	34%[activator]	7%	-3%	-11%
O=C(NCc1nc2ccccc2[nH]1)C1=C[C@@H](c2ccc(Br)cc2)C[C@@H](OCc2ccc(CO)cc2)O1	3.4%	7%[9.22 µM]	x	27%	36%	11%	-9%
COc1ccc(S(=O)(=O)Nc2ccc(NC(C)=O)cc2)cc1[N+](=O)[O-]	2.4%	-2%[9.22 µM]	4%	10%	-16%	7%	-1%
CCOC(=O)c1cc2sc(C)cc2n1CC(=O)NCc1ccc(F)cc1	0.0%	6%	-2%	-2%	u	8%	1%
CCCCn1c(/C=N/Nc2nc3ccccc3[nH]2)nc2ccccc21	u	u	3%	u	13µM*	31%[activator]	x
O=C(CNC(=O)OCc1ccccc1)NC1CCCCCC1	-5.4%	3%[9.22 µM]	3%	8%	4%	-2%	22%
Cc1ccc(NC(=S)NN(C)c2cc(C)nc(C)n2)cc1	1.3%	u	-1%	33%[activator]	15%	6%	-1%
CC1=C(C#N)C(Nc2ccc(C)cn2)(C(F)(F)F)C(=O)N1 (stereo unspecified)	-1.5%	7%	-2%	x	-4%[46.1 µM]	16%[38.3 µM]	2%
Cc1ccsc1C(=O)Nc1ccc(C(=O)O)cc1	-4.5%	-14%	u	x	-1%[46.1 µM]	26%[38.3 µM]	0%
